GluA2 TARP mod = modulators of GluA2-stargazin AMPA receptor complexes, primary screen, cell-based, membrane potential dye; Voltage-dependent calcium channel gamma-2 subunit (Mus musculus) + Glutamate receptor 2 …; HEK293 GluA2+stargazin, membrane potential dye (FDSS), glutamate EC50; hits were called plate by plate, in both directions; calls only at 30 µM; hit rate 3.5% among 40,000; AID 1259245, 2017;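 active means any of four per-well response measures lying three or more SD from its plate-wide compound average, in either direction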
Target sequence (O88602 whole entry, looked up): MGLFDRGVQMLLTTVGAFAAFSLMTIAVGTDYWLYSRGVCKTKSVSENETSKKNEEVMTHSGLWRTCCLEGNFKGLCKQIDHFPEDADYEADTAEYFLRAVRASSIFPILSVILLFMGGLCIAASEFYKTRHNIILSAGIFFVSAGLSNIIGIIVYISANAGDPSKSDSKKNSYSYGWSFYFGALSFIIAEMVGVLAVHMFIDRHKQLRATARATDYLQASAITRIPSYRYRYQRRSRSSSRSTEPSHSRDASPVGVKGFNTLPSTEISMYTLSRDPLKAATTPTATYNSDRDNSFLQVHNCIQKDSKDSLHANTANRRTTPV
Target sequence (P19491 whole entry, looked up): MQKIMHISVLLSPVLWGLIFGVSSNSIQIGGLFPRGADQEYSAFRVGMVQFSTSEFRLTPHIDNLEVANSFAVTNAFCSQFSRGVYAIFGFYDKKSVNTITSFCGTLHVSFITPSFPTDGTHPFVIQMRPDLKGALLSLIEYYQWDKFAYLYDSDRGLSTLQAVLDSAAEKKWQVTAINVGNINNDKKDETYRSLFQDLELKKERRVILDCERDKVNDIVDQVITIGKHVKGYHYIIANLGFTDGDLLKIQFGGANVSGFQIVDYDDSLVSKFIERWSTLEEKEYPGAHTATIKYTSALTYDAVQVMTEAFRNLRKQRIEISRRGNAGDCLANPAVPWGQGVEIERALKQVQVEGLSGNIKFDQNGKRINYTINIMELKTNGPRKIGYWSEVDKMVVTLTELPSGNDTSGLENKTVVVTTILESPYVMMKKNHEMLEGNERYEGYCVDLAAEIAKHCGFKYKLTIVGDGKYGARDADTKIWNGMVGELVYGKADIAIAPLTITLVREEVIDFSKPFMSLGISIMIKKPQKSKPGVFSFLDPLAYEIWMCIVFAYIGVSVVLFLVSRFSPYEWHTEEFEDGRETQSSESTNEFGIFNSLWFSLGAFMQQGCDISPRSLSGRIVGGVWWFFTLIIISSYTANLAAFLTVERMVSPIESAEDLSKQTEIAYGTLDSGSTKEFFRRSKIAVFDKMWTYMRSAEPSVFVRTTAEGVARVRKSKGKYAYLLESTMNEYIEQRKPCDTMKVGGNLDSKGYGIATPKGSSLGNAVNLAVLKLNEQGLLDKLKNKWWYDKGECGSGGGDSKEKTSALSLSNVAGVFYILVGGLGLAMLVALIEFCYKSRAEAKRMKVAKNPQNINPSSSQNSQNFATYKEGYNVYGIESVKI
GluA2 TARP mod agonism max-min = recorded beside GluA2 TARP mod, whose call it bears; compound max-min signal; compound-alone response (agonism);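 unitless range of fluorescence divided by baseline over first 100 seconds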
GluA2 TARP mod glutamate slope = further read-out of GluA2 TARP mod, marked with its call; glutamate slope, % of max; measured here: glutamate response slope, % max;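 scaled per plate between vehicle wells and maximal 1 mM glutamate control wells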
* hit, by the source's call.

How did COc1ccc(NC(=O)CC2=NS(=O)(=O)c3ccccc3N2)cc1Cl do in these assays?
GluA2 TARP mod: inactive; GluA2 TARP mod agonism max-min: 0.108; GluA2 TARP mod glutamate slope: 61.7

Results for CCOCCn1c(=NC(=O)c2cc(C)no2)sc2cc(NC(C)=O)ccc21 ?
GluA2 TARP mod: inactive; GluA2 TARP mod agonism max-min: 0.12; GluA2 TARP mod glutamate slope: 46.1

Results for COc1ccc(CNC(=O)C(=O)NCCC2CCCCN2S(=O)(=O)c2ccc(F)c(C)c2)cc1 (centres undefined) ?
GluA2 TARP mod: inactive; GluA2 TARP mod agonism max-min: 0.0516; GluA2 TARP mod glutamate slope: 67.7

How did CCN1C(SCC(=O)Nc2cccc(Cl)c2)=NS(=O)(=O)c2ccccc21 do in these assays?
GluA2 TARP mod: inactive; GluA2 TARP mod agonism max-min: 0.0878; GluA2 TARP mod glutamate slope: 62.0

What do the screens show for `Cc1nc(-c2ccccc2)sc1C(=O)NCCCn1nc(-c2ccccc2)ccc1=O`?
GluA2 TARP mod: inactive; GluA2 TARP mod agonism max-min: 0.089; GluA2 TARP mod glutamate slope: 66.6

How did O=C(NCCOc1ccc2nnc(-c3ccccc3)n2n1)c1c(F)cccc1F do in these assays?
GluA2 TARP mod: inactive; GluA2 TARP mod agonism max-min: 0.0675; GluA2 TARP mod glutamate slope: 44.3

Results for CCN1C(=O)Cc2cc(NC(=O)Cc3cccc(C)c3)ccc21 ?
GluA2 TARP mod: inactive; GluA2 TARP mod agonism max-min: 0.0773; GluA2 TARP mod glutamate slope: 50.0

Results for COC(=O)Cc1ccc(NC(=S)N2CCN(C(=O)C3CCCO3)CC2)cc1 (centres undefined) ?
GluA2 TARP mod: inactive; GluA2 TARP mod agonism max-min: 0.0446; GluA2 TARP mod glutamate slope: 34.4

How did Cc1noc(C)c1S(=O)(=O)NC1CCCC(O)C1 (centres undefined) do in these assays?
GluA2 TARP mod: inactive; GluA2 TARP mod agonism max-min: 0.176; GluA2 TARP mod glutamate slope: 94.5

Results for COc1ccc2sc(N(Cc3ccccc3)C(=O)C3CCCN3S(C)(=O)=O)nc2c1 (centres undefined) ?
GluA2 TARP mod: inactive; GluA2 TARP mod agonism max-min: 0.0848; GluA2 TARP mod glutamate slope: 61.9

What do the screens show for `NC(=O)CNC(=O)C1CN(c2nc3c(C(F)(F)F)cccc3s2)C1`?
GluA2 TARP mod: inactive; GluA2 TARP mod agonism max-min: 0.0964; GluA2 TARP mod glutamate slope: 56.7

What do the screens show for `Cc1cc(C)n(CCN2CCN(S(=O)(=O)c3cc(C)c(Cl)cc3Cl)CC2)n1`?
GluA2 TARP mod: inactive; GluA2 TARP mod agonism max-min: 0.155; GluA2 TARP mod glutamate slope: 78.1

Results for COc1ccc(S(=O)(=O)NCCC(=O)O)cc1N(C)S(C)(=O)=O ?
GluA2 TARP mod: inactive; GluA2 TARP mod agonism max-min: 0.0669; GluA2 TARP mod glutamate slope: 56.2

Results for CCOc1cccc2cc(S(=O)(=O)c3ccc(C)c(C)c3)c(=O)oc12 ?
GluA2 TARP mod: inactive; GluA2 TARP mod agonism max-min: 0.104; GluA2 TARP mod glutamate slope: 39.2

How did COc1ccc(C2c3cccn3CCN2C(=O)NC(C)(C)C)cc1 (centres undefined) do in these assays?
GluA2 TARP mod: inactive; GluA2 TARP mod agonism max-min: 0.0249; GluA2 TARP mod glutamate slope: 56.6

No new results follow: entries from further up.
Results for CCN1C(=O)Cc2cc(NC(=O)Cc3cccc(C)c3)ccc21 ?
GluA2 TARP mod: inactive; GluA2 TARP mod agonism max-min: 0.0773; GluA2 TARP mod glutamate slope: 50.0

Results for COC(=O)Cc1ccc(NC(=S)N2CCN(C(=O)C3CCCO3)CC2)cc1 (centres undefined) ?
GluA2 TARP mod: inactive; GluA2 TARP mod agonism max-min: 0.0446; GluA2 TARP mod glutamate slope: 34.4

How did Cc1noc(C)c1S(=O)(=O)NC1CCCC(O)C1 (centres undefined) do in these assays?
GluA2 TARP mod: inactive; GluA2 TARP mod agonism max-min: 0.176; GluA2 TARP mod glutamate slope: 94.5

Results for COc1ccc2sc(N(Cc3ccccc3)C(=O)C3CCCN3S(C)(=O)=O)nc2c1 (centres undefined) ?
GluA2 TARP mod: inactive; GluA2 TARP mod agonism max-min: 0.0848; GluA2 TARP mod glutamate slope: 61.9

What do the screens show for `NC(=O)CNC(=O)C1CN(c2nc3c(C(F)(F)F)cccc3s2)C1`?
GluA2 TARP mod: inactive; GluA2 TARP mod agonism max-min: 0.0964; GluA2 TARP mod glutamate slope: 56.7

What do the screens show for `Cc1cc(C)n(CCN2CCN(S(=O)(=O)c3cc(C)c(Cl)cc3Cl)CC2)n1`?
GluA2 TARP mod: inactive; GluA2 TARP mod agonism max-min: 0.155; GluA2 TARP mod glutamate slope: 78.1

Results for COc1ccc(S(=O)(=O)NCCC(=O)O)cc1N(C)S(C)(=O)=O ?
GluA2 TARP mod: inactive; GluA2 TARP mod agonism max-min: 0.0669; GluA2 TARP mod glutamate slope: 56.2

Results for CCOc1cccc2cc(S(=O)(=O)c3ccc(C)c(C)c3)c(=O)oc12 ?
GluA2 TARP mod: inactive; GluA2 TARP mod agonism max-min: 0.104; GluA2 TARP mod glutamate slope: 39.2

How did COc1ccc(C2c3cccn3CCN2C(=O)NC(C)(C)C)cc1 (centres undefined) do in these assays?
GluA2 TARP mod: inactive; GluA2 TARP mod agonism max-min: 0.0249; GluA2 TARP mod glutamate slope: 56.6

Further structures:
What do the screens show for `CCOc1ccc2nc(NC(=O)CCCS(=O)(=O)c3ccc(F)cc3)sc2c1`?
GluA2 TARP mod: inactive; GluA2 TARP mod agonism max-min: 0.126; GluA2 TARP mod glutamate slope: 62.1

Results for CCCc1cc(=O)[nH]c(-n2nc(C3CC3)cc2NC(=O)Cc2ccc(-c3ccccc3)cc2)n1 ?
GluA2 TARP mod: inactive; GluA2 TARP mod agonism max-min: 0.0819; GluA2 TARP mod glutamate slope: 61.0

Results for COCC(C)Nc1ncnc2nc[nH]c12 (centres undefined) ?
GluA2 TARP mod: inactive; GluA2 TARP mod agonism max-min: 0.0487; GluA2 TARP mod glutamate slope: 67.1

Results for CCOC(=O)C1CCN(C(=O)Cc2csc(Nc3cccc(C(F)(F)F)c3)n2)CC1 ?
GluA2 TARP mod: active; GluA2 TARP mod agonism max-min: 0.142*; GluA2 TARP mod glutamate slope: 43.7*

Results for Cn1nc(-c2cccc(NC(=O)Nc3ccccc3)c2)ccc1=O ?
GluA2 TARP mod: inactive; GluA2 TARP mod agonism max-min: 0.105; GluA2 TARP mod glutamate slope: 57.6

How did O=C(Nc1ccc(Cl)cc1)c1ccc(=O)n(Cc2ccc(Cl)cc2)c1 do in these assays?
GluA2 TARP mod: inactive; GluA2 TARP mod agonism max-min: 0.138; GluA2 TARP mod glutamate slope: 45.4

Results for O=C(Nc1cc(-c2cccs2)nn1CCO)c1ccco1 ?
GluA2 TARP mod: inactive; GluA2 TARP mod agonism max-min: 0.104; GluA2 TARP mod glutamate slope: 53.4

Results for CCOC(=O)N1CCc2c(sc(NC(=O)/C=C/c3cccs3)c2-c2nc3ccccc3s2)C1 ?
GluA2 TARP mod: inactive; GluA2 TARP mod agonism max-min: 0.12; GluA2 TARP mod glutamate slope: 60.6

Results for COc1ccccc1CCNC(=O)C(=O)Nc1ccc(N2CCCS2(=O)=O)cc1 ?
GluA2 TARP mod: inactive; GluA2 TARP mod agonism max-min: 0.0357; GluA2 TARP mod glutamate slope: 51.7

Results for O=C(NCCOc1ccc(-c2ccco2)nn1)c1cc([N+](=O)[O-])ccc1Cl ?
GluA2 TARP mod: inactive; GluA2 TARP mod agonism max-min: 0.0911; GluA2 TARP mod glutamate slope: 59.7

What do the screens show for `COCCn1c(N2CCN(CCCc3ccccc3)CC2)nc2c1c(=O)[nH]c(=O)n2C`?
GluA2 TARP mod: inactive; GluA2 TARP mod agonism max-min: 0.118; GluA2 TARP mod glutamate slope: 1.7

How did CCN(CC)C(=O)CSc1nc(N)cc(=O)[nH]1 do in these assays?
GluA2 TARP mod: inactive; GluA2 TARP mod agonism max-min: 0.0698; GluA2 TARP mod glutamate slope: 3.5

Results for O=C(CN1C(=O)c2ccccc2S1(=O)=O)NC1CCCCCC1 ?
GluA2 TARP mod: inactive; GluA2 TARP mod agonism max-min: 0.0842; GluA2 TARP mod glutamate slope: 48.1

How did Cc1ccc(NCc2cc3cc4c(cc3n(CC(=O)Nc3cc(F)ccc3F)c2=O)OCCO4)cc1 do in these assays?
GluA2 TARP mod: inactive; GluA2 TARP mod agonism max-min: 0.0627; GluA2 TARP mod glutamate slope: 43.0

How did COc1ccc2nc(-c3ccc(NS(=O)(=O)c4cc(Cl)ccc4OC)cc3)cn2n1 do in these assays?
GluA2 TARP mod: inactive; GluA2 TARP mod agonism max-min: 0.112; GluA2 TARP mod glutamate slope: 60.7

Results for Cc1ccccc1-c1noc(Cn2c(=O)n(Cc3ccc4c(c3)OCO4)c(=O)c3sccc32)n1 ?
GluA2 TARP mod: inactive; GluA2 TARP mod agonism max-min: 0.0292; GluA2 TARP mod glutamate slope: 36.5

Results for O=C(/C=C/c1ccccc1)NCC1CCN(Cc2ccsc2)CC1 ?
GluA2 TARP mod: active; GluA2 TARP mod agonism max-min: 0.102*; GluA2 TARP mod glutamate slope: 33.6*

How did O=C(C1CCCC1)N1CCc2ccc(NS(=O)(=O)CCc3ccccc3)cc21 do in these assays?
GluA2 TARP mod: inactive; GluA2 TARP mod agonism max-min: 0.0553; GluA2 TARP mod glutamate slope: 83.8

Results for Cc1nc(-c2cccc(F)c2)sc1CCNC(=O)Nc1cccs1 ?
GluA2 TARP mod: inactive; GluA2 TARP mod agonism max-min: 0.127; GluA2 TARP mod glutamate slope: 50.7

Results for O=C(NCC1CCN(Cc2cccs2)CC1)C(=O)Nc1cccc(F)c1 ?
GluA2 TARP mod: inactive; GluA2 TARP mod agonism max-min: 0.0589; GluA2 TARP mod glutamate slope: 62.0

Results for COc1cccc(N2CCn3c2nc2c3c(=O)n(CCN3CCOCC3)c(=O)n2C)c1 ?
GluA2 TARP mod: inactive; GluA2 TARP mod agonism max-min: 0.128; GluA2 TARP mod glutamate slope: 67.0

Results for COc1ccc(CCC(=O)N2CCN(C(=O)c3cnn4ccccc34)CC2)cc1 ?
GluA2 TARP mod: inactive; GluA2 TARP mod agonism max-min: 0.0889; GluA2 TARP mod glutamate slope: 58.1

How did CCSc1nnc(NC(=O)C2CN(c3nc4ccc(OC)cc4s3)C2)s1 do in these assays?
GluA2 TARP mod: inactive; GluA2 TARP mod agonism max-min: 0.101; GluA2 TARP mod glutamate slope: 55.7

What do the screens show for `COc1cc(N2CCC(C(=O)Nc3ccc(OC)c(OC)c3)CC2)ncn1`?
GluA2 TARP mod: inactive; GluA2 TARP mod agonism max-min: 0.0967; GluA2 TARP mod glutamate slope: 51.5

What do the screens show for `O=C(Nc1ccc(N2CCCCC2=O)cc1)c1ccc(Cl)cc1Cl`?
GluA2 TARP mod: inactive; GluA2 TARP mod agonism max-min: 0.101; GluA2 TARP mod glutamate slope: 44.4

Results for COc1cc(-c2ccc(SCC(=O)NCc3ccco3)nn2)cc(OC)c1OC ?
GluA2 TARP mod: inactive; GluA2 TARP mod agonism max-min: 0.0417; GluA2 TARP mod glutamate slope: 52.6

How did COc1ccccc1CNC(=O)C(=O)NCCc1c[nH]c2ccccc12 do in these assays?
GluA2 TARP mod: inactive; GluA2 TARP mod agonism max-min: 0.147; GluA2 TARP mod glutamate slope: 59.7

How did COc1cccc(CC(=O)Nc2ccc(CC(=O)N3CCC(O)CC3)cc2)c1 do in these assays?
GluA2 TARP mod: inactive; GluA2 TARP mod agonism max-min: 0.0562; GluA2 TARP mod glutamate slope: 32.8

What do the screens show for `CCCCN1C(=O)c2cccc3c(NC(=O)CCCS(=O)(=O)c4ccc(F)cc4)ccc1c23`?
GluA2 TARP mod: inactive; GluA2 TARP mod agonism max-min: 0.0841; GluA2 TARP mod glutamate slope: 68.9

What do the screens show for `Cc1cc(C(=O)N2CCC(c3nnc(-c4ccco4)s3)CC2)c(C)o1`?
GluA2 TARP mod: inactive; GluA2 TARP mod agonism max-min: 0.0829; GluA2 TARP mod glutamate slope: 67.7

What do the screens show for `Cc1cc(C(=O)Nc2ccc3c(c2)CN(C(=O)c2ccco2)CC3)no1`?
GluA2 TARP mod: inactive; GluA2 TARP mod agonism max-min: 0.106; GluA2 TARP mod glutamate slope: 56.2

What do the screens show for `COc1ccc(CCS(=O)(=O)NCC(C)(O)c2ccc3c(c2)OCO3)cc1` (centres undefined)?
GluA2 TARP mod: inactive; GluA2 TARP mod agonism max-min: 0.139; GluA2 TARP mod glutamate slope: 37.0

What do the screens show for `O=C(CC(c1ccccc1)c1ccccc1)N1CCN(c2ncnc3c2nnn3-c2ccccc2)CC1`?
GluA2 TARP mod: active; GluA2 TARP mod agonism max-min: 0.144*; GluA2 TARP mod glutamate slope: 54.5*

How did O=C(NCCOc1ccc(F)cc1)c1ccc(F)c(F)c1 do in these assays?
GluA2 TARP mod: inactive; GluA2 TARP mod agonism max-min: 0.132; GluA2 TARP mod glutamate slope: 54.8

What do the screens show for `O=C(c1ccco1)N1CCC2(CC1)NC(=O)N(CCc1ccccc1)C2=O`?
GluA2 TARP mod: inactive; GluA2 TARP mod agonism max-min: 0.051; GluA2 TARP mod glutamate slope: 26.3

What do the screens show for `Cc1cccc(C)c1N1CCN(S(=O)(=O)N2CCOCC2)CC1`?
GluA2 TARP mod: inactive; GluA2 TARP mod agonism max-min: 0.0347; GluA2 TARP mod glutamate slope: 50.3

What do the screens show for `CSc1ncccc1C(=O)N1CCC(CNC(=O)C(=O)Nc2cc(C)on2)CC1`?
GluA2 TARP mod: inactive; GluA2 TARP mod agonism max-min: 0.124; GluA2 TARP mod glutamate slope: 57.0

What do the screens show for `Cc1ccc(S(=O)(=O)N(C)c2ccc(C(=O)N3CCOCC3)cc2)cc1`?
GluA2 TARP mod: inactive; GluA2 TARP mod agonism max-min: 0.0841; GluA2 TARP mod glutamate slope: 62.8

An excerpt. The share of hits here may be higher or lower than overall.
